influenza NS1A: H1N1 influenza NS1A inhibitors, functional cell based assay (AID 504329) | hit rate 0.3% among 340,000 | inhibition, % at 12.5 µM, or IC50 in µM where a hit was titrated | NS1A functional cell-based assay, percent inhibition; higher % means a stronger effect; in the data active = a potency from the dose series; inconclusive = inhibition above about 27% without an active follow-up result; also: strong numbers were not always called active
tuberculosis growth: growth inhibition of non-replicating M. tuberculosis (AID 488890) | Mycobacterium tuberculosis non-replicating, growth inhibition; higher % means a stronger effect | one-dose inhibition, % at 25 µM; IC50 in µM for titrated hits | hit rate 0.39% among 320,000; in the data active = a potency from the dose series; inconclusive = inhibition mostly from about 82% at the one dose, without a potency; inactive = the rest, 99 in 100 with inhibition below about 76%;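 also: plate controls were DMSO cells for no effect and high antibiotic wells for full effect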
M. tuberculosis HTS: M. tuberculosis growth inhibition, HTS (AID 449762); inhibition, % at 25 µM; hits with a dose series show IC50 in µM; hit rate 0.59% among 330,000; M. tuberculosis H37Rv growth inhibition, 7H9 media; higher % means a stronger effect; in the data active = a potency from the dose series; inconclusive = inhibition above about 70% without an active follow-up result;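 also: bacterial growth assessed after seven days of incubation; strong numbers were not always called active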
VEEV TC-83 Vero: inhibitors of VEEV TC-83 cytopathic effect, confirmation, Vero cells (AID 588727); Vero cells, VEEV TC-83 cytopathic effect inhibition; higher % means a stronger effect; inhibition, % at 20 µM, or IC50 in µM where a hit was titrated; hit rate 0.13% among 350,000; in the data active = a potency from the dose series; inconclusive = inhibition mostly from about 14% at the one dose, without a potency; inactive = the rest, 99 in 100 with inhibition below about 12%; also: strong numbers were not always called active
Salmonella PhoP GFP: PhoP regulon inhibitors, Salmonella typhi PhoP promoter GFP reporter, confirmatory (AID 1850) | Salmonella Typhi PhoP-promoter GFP reporter, fluorescence, 4 h; higher % means a stronger effect | hit rate 0.33% among 310,000 | one-dose inhibition, % at 50 µM; IC50 in µM for titrated hits; in the data active = a potency from the dose series; inconclusive = inhibition mostly from about 25% at the one dose, without a potency; inactive = the rest, 99 in 100 with inhibition below about 19%;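 also: 0% = induced wells with vehicle and 100% = uninduced wells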
* = called active by the depositor; i = inactive; ? = inconclusive; . = no result given.

Values run as follows: influenza NS1A	tuberculosis growth	M. tuberculosis HTS	VEEV TC-83 Vero	Salmonella PhoP GFP
1: Cc1c(C)c2c(OCC(=O)N[C@@H](C(=O)O)c3ccccc3)cc3c(c2oc1=O)CCC(C)(C)O3
    -1%	-4%	-7%	1.5%	-3%
2: O=[N+]([O-])c1cccc(C([O-])=C(C(=S)Nc2cccc3ccccc23)[n+]2ccccc2)c1
    9%	.	.	>25µM*	.
3: O=C(NC1CCCCC1)N(Cc1ccccc1)Cc1ccco1
    4%	18%	1%	i	6%
4: COc1cccc(C(C(=O)NC(C)(C)C)N(CC(C)C)C(=O)CCC(=O)Nc2cc(C)on2)c1OC (centres undefined)
    -5%	8%	-4%	i	0%
5: CCCCN(CCCC)S(=O)(=O)c1ccc2oc(C(=O)N3CCOCC3)c(C)c2c1
    0%	25%	-7%	i	-1%
6: CCN(C(=O)COC(=O)c1nc2nc(C)cc(C)n2n1)C1CCCCC1
    -8%	-7%	2%	2.0%	3%
7: Cc1ccn2nc(C(=O)OCC(=O)N(CC(C)C)C3CCS(=O)(=O)C3)nc2n1 (centres undefined)
    -8%	-6%	-6%	i	.
8: CCOC(=O)c1cc2c(ccn2-c2ccc(F)cc2)n1CC(=O)N(CC)CC
    -3%	16%	1%	5.0%	5%
9: CC(C)[C@H](NC(=O)C1CCN(C(=O)[C@@H]2CCCN2)CC1)C(=O)NCc1ccc(F)cc1
    -5%	-7%	-19%	0.3%	7%
10: COc1ccc(Br)cc1CNC(=O)Cn1nc(C)n2cccc2c1=O
    10%	-9%	-6%	i	-11%
11: S=c1[nH]nc(-c2ccncc2)n1/N=C/c1cccc(Cl)c1
    .	-12%	0%	0.7%	3%
12: Cc1ccc(C(=O)Nc2ccc3c4c(cccc24)CC3)cc1[N+](=O)[O-]
    3%	17%	<0.2µM*	0.4%	-2%
13: COCc1cc(CN(C)C(=O)C2CCC(=O)N(Cc3cccc(OC)c3)C2)[nH]n1 (centres undefined)
    -1%	-11%	2%	3.2%	7%
14: Cc1cccc(OCCCSc2nc3ccccc3[nH]2)c1
    -3%	73%	4%	2.6%	-2%
15: Cc1c(OCc2ccccc2)c(=O)ccn1Cc1ccccc1
    0%	?	18%	1.1%	-9%
16: CCSc1nnc(NC(=O)CSc2nc3c(c(=O)n2CC)SC(C)C3)s1 (centres undefined)
    1%	12%	5%	2.5%	4%
17: Cc1ccc(Nc2nnc(SCC(=O)NCC3CCCO3)s2)cc1 (centres undefined)
    -1%	38%	7%	2.4%	.
18: CCOC(=O)C1=CN(Cc2cccc(F)c2)S(=O)(=O)N(CC)C1c1ccc2ccccc2c1 (centres undefined)
    -12%	.	.	i	.
19: COC(=O)c1ccc(Cl)c(NC(C)=O)c1
    -14%	-5%	-1%	2.0%	0%
20: COc1cc(NS(=O)(=O)c2ccc(NC(=O)c3ccco3)cc2)nc(OC)n1
    30%	7%	-1%	i	-11%

Values run as follows: influenza NS1A	tuberculosis growth	M. tuberculosis HTS	VEEV TC-83 Vero	Salmonella PhoP GFP
21: COc1ccc(C(=O)Nc2nc(-c3ccc(OC)cc3)c(-c3ccc([N+](=O)[O-])cc3)s2)cc1
    8%	-6%	-5%	3.5%	-3%
22: C[C@]12c3[nH]c4ccc(Cl)cc4c3CCN1C(=O)[C@@H](CC(=O)NCCCn1ccnc1)C[C@@H]2C(=O)N1CCOCC1
    -12%	.	.	i	.
23: Cc1ccc(S(=O)(=O)NC(CC(=O)O)c2ccccc2)cc1 (centres undefined)
    18%	4%	-15%	2.6%	15%
24: O=C(CN(Cc1cccs1)C(=O)CNC(=O)c1ccco1)NC1CCCCC1
    1%	3%	-8%	i	-2%
25: COc1ccc(-c2sc(Nc3ccccc3)n[n+]2-c2ccccc2)cc1Br
    -8%	31%	-17%	i	-8%
26: Cc1ccc(N2C(=O)CCC2(C(N)=O)c2ccccc2)cc1 (centres undefined)
    7%	-11%	2%	0.3%	4%
27: CC1CCCN(CCCN2C(=O)C3C(C(=O)Nc4cccc(Cl)c4)C4C=CC3(O4)C2C(=O)NC2CCCCC2)C1 (centres undefined)
    -3%	13%	9%	i	3%
28: CCC1CCc2sc(C(=O)NCC3CCCO3)cc2C1 (centres undefined)
    -5%	1.4µM*	-4%	0.9%	.
29: O=C(O)CC1=C(Nc2ccccc2)C(=O)N(c2ccccc2)C1c1ccc(F)cc1 (centres undefined)
    1%	32%	0%	1.1%	-4%
30: COc1ccc(-n2c(N)c(C(=O)Nc3c(C)n(C)n(-c4ccccc4)c3=O)c3nc4ccccc4nc32)cc1
    -19%	33%	-3%	9.7%	2%
31: C/C(=N/NC(=O)CC(=O)N/N=C(\C)c1ccc([N+](=O)[O-])cc1)c1ccc([N+](=O)[O-])cc1
    -1%	0%	3%	3.7%	3%
32: COc1cccc(CNC(=O)c2ccccc2N)c1
    2%	-1%	-3%	6.7%	-3%
33: Cc1ccc(NC(=O)CCCC(=O)O)c(Br)c1
    -1%	14%	-1%	0.5%	0%
34: C/C(CC(=O)N1CCN(C=O)CC1)=N\NC(=O)c1cc2ccccc2cc1O
    1%	-12%	-4%	3.7%	2%
35: Cc1cc(C)n(CC(=O)N2CCc3ccccc32)c(=O)c1C#N
    13%	-5%	-3%	1.5%	3%
36: CCc1ccc(NC(=S)N(Cc2cccc(Br)c2)CC2CCC(C(=O)O)CC2)cc1 (centres undefined)
    -6%	-2%	1%	1.5%	7%
37: Cc1ccc(/C=C2\NC(=S)NC2=O)cc1[N+](=O)[O-]
    4%	-4%	-10%	2.2%	6%
38: O=C(NCC(c1ccco1)N1CCOCC1)c1ccc(Cl)cc1 (centres undefined)
    -5%	-4%	-1%	1.3%	14%
39: CCOP(=O)(NC12CC3CC(CC(C3)C1)C2)NC12CC3CC(CC(C3)C1)C2
    4%	18%	4%	3.6%	3%
40: O=C(CCN1CCCCCC1)c1ccccc1
    -2%	9.1µM*	?	2.0%	4%

Arranged by count of non-hydrogen atoms (largest number first): 13 of the compounds above.
Values run as follows: influenza NS1A	tuberculosis growth	M. tuberculosis HTS	VEEV TC-83 Vero	Salmonella PhoP GFP
22: C[C@]12c3[nH]c4ccc(Cl)cc4c3CCN1C(=O)[C@@H](CC(=O)NCCCn1ccnc1)C[C@@H]2C(=O)N1CCOCC1
    -12%	.	.	i	.
30: COc1ccc(-n2c(N)c(C(=O)Nc3c(C)n(C)n(-c4ccccc4)c3=O)c3nc4ccccc4nc32)cc1
    -19%	33%	-3%	9.7%	2%
21: COc1ccc(C(=O)Nc2nc(-c3ccc(OC)cc3)c(-c3ccc([N+](=O)[O-])cc3)s2)cc1
    8%	-6%	-5%	3.5%	-3%
31: C/C(=N/NC(=O)CC(=O)N/N=C(\C)c1ccc([N+](=O)[O-])cc1)c1ccc([N+](=O)[O-])cc1
    -1%	0%	3%	3.7%	3%
29: O=C(O)CC1=C(Nc2ccccc2)C(=O)N(c2ccccc2)C1c1ccc(F)cc1 (centres undefined)
    1%	32%	0%	1.1%	-4%
34: C/C(CC(=O)N1CCN(C=O)CC1)=N\NC(=O)c1cc2ccccc2cc1O
    1%	-12%	-4%	3.7%	2%
39: CCOP(=O)(NC12CC3CC(CC(C3)C1)C2)NC12CC3CC(CC(C3)C1)C2
    4%	18%	4%	3.6%	3%
35: Cc1cc(C)n(CC(=O)N2CCc3ccccc32)c(=O)c1C#N
    13%	-5%	-3%	1.5%	3%
23: Cc1ccc(S(=O)(=O)NC(CC(=O)O)c2ccccc2)cc1 (centres undefined)
    18%	4%	-15%	2.6%	15%
28: CCC1CCc2sc(C(=O)NCC3CCCO3)cc2C1 (centres undefined)
    -5%	1.4µM*	-4%	0.9%	.
32: COc1cccc(CNC(=O)c2ccccc2N)c1
    2%	-1%	-3%	6.7%	-3%
37: Cc1ccc(/C=C2\NC(=S)NC2=O)cc1[N+](=O)[O-]
    4%	-4%	-10%	2.2%	6%
33: Cc1ccc(NC(=O)CCCC(=O)O)c(Br)c1
    -1%	14%	-1%	0.5%	0%

The results go on.
Values run as follows: influenza NS1A	tuberculosis growth	M. tuberculosis HTS	VEEV TC-83 Vero	Salmonella PhoP GFP
41: CCOc1ccccc1NC(=O)C(OC(=O)c1ccccc1O)c1ccccc1 (centres undefined)
    -7%	1%	1%	0.6%	3%
42: CCCOC(=O)c1ccc(NC(=O)CCOc2ccccc2)cc1
    -6%	?	?	i	-4%
43: O=C(O)CSc1cc(C(=O)c2ccccc2O)cn2c(=O)c3c4c(sc3nc12)CCCC4
    -2%	.	.	0.5%	.
44: CCC(C)(C)NC(=O)CN(C(=O)CNS(=O)(=O)c1ccc(F)cc1)c1ccc2c(c1)OCCO2
    -1%	-5%	-2%	i	7%
45: COc1ccc(OC)c(/C=N/NC(=O)c2ccc(Cn3cc([N+](=O)[O-])cn3)o2)c1
    -7%	37%	4%	i	2%
46: O=C(CCC(=O)c1ccc(F)cc1)NN1C(=O)NC2(CCCCC2)C1=O
    11%	-18%	-4%	2.8%	4%
47: CCC1CCCCN1C(=O)CSc1nc(C)cc(C)n1 (centres undefined)
    3%	1%	-1%	0.2%	-8%
48: Cc1cccc(N(C(=O)c2ccco2)C(C(=O)NC2CCCC2)c2cccnc2)c1C (centres undefined)
    0%	-10%	7%	1.9%	-11%
49: Cc1csc(NC(=O)c2cc3c(s2)CCCCC3)n1
    5%	63%	68%	5.0%	6%
50: COc1ccc(C2c3ccc4ccccc4c3Oc3ncn(CCCN(C)C)c(=N)c32)cc1 (centres undefined)
    -7%	72%	?	i	7%
51: CCOC(=O)C[C@H]1c2ccc(C(F)(F)F)cc2S(=O)(=O)N1C(C)(C)C
    -17%	-4%	8%	0.3%	6%
52: CCNC(=S)NNC(=O)c1cc(-c2cc(C)ccc2C)nc2ccccc12
    6%	6%	8%	1.8%	-3%
53: COc1ccccc1N1CCN(C2CCN(S(=O)(=O)c3ccc(NC(C)=O)cc3)CC2)CC1
    -23%	-3%	-9%	0.8%	-15%
54: CC1SC(c2ccccc2)N(CC(O)c2ccc([N+](=O)[O-])cc2)C1=O (centres undefined)
    -47%	1%	4%	0.2%	-8%
55: O=c1cc(C(F)(F)F)[nH]c(=S)n1-c1ccccc1
    1%	-9%	-1%	1.1%	6%
56: Cc1cccc(-n2c(O)c(C=Nc3ccccc3O)c3ccccc3c2=O)n1
    -7%	57%	-6%	11%	-10%
57: COc1cccc(CNC(=O)Cn2ccc([N+](=O)[O-])n2)c1
    16%	-4%	-1%	0.6%	-2%
58: Cc1cc(=O)oc2cc(OC(=O)c3cncc(Br)c3)ccc12
    -15%	16%	40%	6.9%	10%
59: COCc1nnc(NC(=O)CCS(=O)(=O)c2ccccc2)s1
    8%	?	7%	0.7%	-18%
60: c1ccc(Nc2nc(-c3cccnc3)cs2)nc1
    -7%	-5%	3%	9.6%	1%
61: O=C1NCCN(Cc2ccc(Cl)c(F)c2)C1CC(=O)N1CCCCO1 (centres undefined)
    -8%	-5%	-3%	0.1%	7%
62: O=C(Cn1cc(C(F)(F)F)ccc1=O)OCC(=O)c1ccc[nH]1
    2%	-4%	1%	1.0%	.

Shown screen by screen: part of the list above
59: COCc1nnc(NC(=O)CCS(=O)(=O)c2ccccc2)s1
49: Cc1csc(NC(=O)c2cc3c(s2)CCCCC3)n1
62: O=C(Cn1cc(C(F)(F)F)ccc1=O)OCC(=O)c1ccc[nH]1

assay / compound	59	49	62
influenza NS1A	8%	5%	2%
tuberculosis growth	?	63%	-4%
M. tuberculosis HTS	7%	68%	1%
VEEV TC-83 Vero	0.7%	5.0%	1.0%
Salmonella PhoP GFP	-18%	6%	.
